AddAB inh – growth inhibition of E. coli expressing H. pylori AddAB, primary screen, AddAB inhibitor project, absorbance | inhibition, % at 11.9 µM | actives 0.29% (n = 330,000) | AID 435030, 2010; in the data active = inhibition above about 12%;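 also: 0% = vehicle wells of infected cells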
PKA-R2B act – activators of PKA-R2B holoenzyme, primary screen, biochemical, fluorescence polarization, Cy5-IP20, human. PKA-R2B holoenzyme dissociation; R2B truncated from residue 108, S112A mutant; 0% DMSO only, 100% 113 µM cGMP. activation, % at 11.4 µM. cAMP-dependent protein kinase catalytic subunit beta (Homo sapiens) + cAMP-dependent …. actives 0.079% (n = 340,000);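 active = activation above a cutoff set at the mean over all compounds plus 3 SD, cut at about 18% in these data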;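 also: higher means more holoenzyme dissociation and a rise in polarization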
Target sequence (P31323 whole entry, looked up, other chains not shown, the tested form may be a part): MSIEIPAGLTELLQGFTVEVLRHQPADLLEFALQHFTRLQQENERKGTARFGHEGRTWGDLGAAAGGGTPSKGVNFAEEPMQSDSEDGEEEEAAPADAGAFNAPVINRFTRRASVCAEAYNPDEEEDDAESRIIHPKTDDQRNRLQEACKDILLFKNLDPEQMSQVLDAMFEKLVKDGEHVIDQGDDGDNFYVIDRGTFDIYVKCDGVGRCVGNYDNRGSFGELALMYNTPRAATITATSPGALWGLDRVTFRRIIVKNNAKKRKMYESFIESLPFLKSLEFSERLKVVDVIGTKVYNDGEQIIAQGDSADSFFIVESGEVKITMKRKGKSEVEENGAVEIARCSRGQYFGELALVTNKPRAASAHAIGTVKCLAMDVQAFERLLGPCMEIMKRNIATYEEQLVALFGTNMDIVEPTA
Ecoli viability – E. coli V3065 growth inhibition, primary screen, counter-screen for AddAB inhibitor project, absorbance, OD600 | 18 h | inhibition, % at 11.9 µM | actives 0.27% (n = 330,000);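 active = inhibition above the campaign's mean inhibition across all tested compounds plus 3 SD, cut at about 9.9% in these data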;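 also: uninfected addAB+ strain grown without phage in ampicillin broth; 0% = DMSO wells and 100% = ciprofloxacin 0.95 µg/ml wells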
Tat transport – E. coli Tat export inhibitors, primary screen, MC4100, TorA-mCherry reporter, fluorescence, single point. inhibition, % at 10 µM. actives 0.036% (n = 340,000). AID 488895, 2010;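 active = mean replicate inhibition at least 50% and at least half of replicates individually reaching 50%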;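 also: exported cargo escapes ClpAP degradation while cytoplasmic cargo is degraded and loses fluorescence; 0% = median of neutral control wells and 100% = median of NaSCN control wells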
PfHsp90 yeast 2 – growth inhibition of PfHsp90-expressing yeast, primary screen, antimalarial PfHsp90 inhibitor project, S. cerevisiae, BacTiter-Glo luminescence, single point, set 2; BacTiter-Glo ATP, 48 h; yeast lacking PDR1 and PDR3 efflux regulators; inhibition, % at 9.4 µM; actives 0.32% (n = 310,000); AID 504621, 2011;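 active = every replicate shows inhibition above about 80%, whatever the replicate mean, limit read from the data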;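 also: 0% = DMSO neutral controls and 100% = 20 µM radicicol positive controls; yeast relying on Plasmodium falciparum Hsp90 in place of its own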
phage Ecoli inh – growth loss of phage-infected E. coli, primary screen, RecBCD inhibitor project, absorbance, with phage, HTS | inhibition, % at 11.9 µM | actives 0.26% (n = 360,000) | AID 651602, 2012; in the data active = inhibition above about 11%
MOR-DOR inv ag – inverse agonists of MOR-DOR heterodimerization, primary screen, cell-based, luminescence; Mu-type opioid receptor (Homo sapiens) + Delta-type opioid receptor (Homo sapiens), …; cell-based MOR-DOR heterodimer luminescence, inverse agonism; inhibition, % at 9.3 µM; actives 0.21% (n = 340,000); AID 504357, 2011; in the data active = inhibition above about 22%, passing the limit was not always enough;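 also: 0% = cells with DMSO and 100% = wells without cells with DMSO; values of inactives mirror those of a sister screen read the other way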
SUMO Mot1 rescue – yeast Mot1-301 growth rescue at high temperature, primary screen, SUMOylation pathway inhibitor project, S. cerevisiae, ATP luminescence, 38.5C | S. cerevisiae Mot1-301 growth rescue; percent above DMSO median, 100 means doubled | growth rescue, % at 18.8 µM | AID 2716, 2010 | actives 1% (n = 320,000);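 active = every valid replicate shows activation above 250% relative to neutral control wells; inactive = the rest, any valid replicate at or below 250%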;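 also: OY570 slx delta 5 strain wells were the positive control but not used for scaling; some compounds called inactive have numbers as strong as hits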
HTR5A inv ctr – HTR5A inverse agonists in luminescence cell assay, primary screen, counter-screen for OPRM1-OPRD1 heterodimer inverse agonist project, full-deck HTS | 5-hydroxytryptamine receptor 5A (Homo sapiens), P47898 | HTR5A cell line, inverse agonism | inhibition, % at 9.3 µM | actives 0.083% (n = 340,000) | AID 504634, 2011; in the data active = inhibition mostly above about 23%, no sharp cut-off; inactive = mostly below about 18%;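 also: 0% = cells with DMSO and 100% = no-cell wells with DMSO; some compounds called inactive have numbers as strong as hits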
Target sequence (P47898 whole entry, looked up): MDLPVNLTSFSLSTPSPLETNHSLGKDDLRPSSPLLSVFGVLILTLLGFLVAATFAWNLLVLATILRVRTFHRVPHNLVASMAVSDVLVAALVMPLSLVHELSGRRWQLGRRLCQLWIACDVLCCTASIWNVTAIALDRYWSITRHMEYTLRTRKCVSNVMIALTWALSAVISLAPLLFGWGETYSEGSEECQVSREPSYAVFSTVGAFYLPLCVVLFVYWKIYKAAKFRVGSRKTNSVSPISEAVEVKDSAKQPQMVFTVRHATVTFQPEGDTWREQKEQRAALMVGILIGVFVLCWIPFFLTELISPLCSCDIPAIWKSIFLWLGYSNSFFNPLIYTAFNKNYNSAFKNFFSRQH
PKA-R1A act – activators of PKA-R1A holoenzyme, primary screen, biochemical, fluorescence polarization, Cy5-IP20, bovine R1A, mouse PKAc; cAMP-dependent protein kinase type I-alpha regulatory subunit (Bos taurus) + …; PKA-R1A dissociation; scaled: DMSO 0%, 113 µM cGMP 100%; activation, % at 11.4 µM; actives 0.083% (n = 340,000);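 active = percent activation above the mean of all tested compounds plus 3 SD, cut at about 19% in these data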;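 also: higher means more PKAc released from R1A so a rise in polarization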
OPRM1-OPRD1 ag – agonists of OPRM1-OPRD1 heterodimerization, primary screen, cell-based, luminescence; Mu-type opioid receptor (Homo sapiens) + Delta-type opioid receptor (Homo sapiens), …; cells; activation, % at 9.3 µM; actives 0.3% (n = 340,000); AID 504326, 2011; in the data active = activation above about 18%;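 also: 0% = vehicle-treated cells and 100% = reference agonist; values of inactives mirror those of a sister screen read the other way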
An asterisk follows results filed as active; · = not tested or not shown.

Fields – AddAB inh | PKA-R2B act | Ecoli viability | Tat transport | PfHsp90 yeast 2 | phage Ecoli inh | MOR-DOR inv ag | SUMO Mot1 rescue | HTR5A inv ctr | PKA-R1A act | OPRM1-OPRD1 ag
> COc1cc2c(cc1OC)CN(Cc1cc(=O)oc3c(C)c(C)ccc13)CC2
→ 2.8 | -16 | 2.4 | 16 | -20 | 1.6 | 9 | -11 | -9 | 0 | -1.7
> CC(C(=O)N1CCCc2ccccc21)N1CCN(c2ccccn2)CC1 (stereo unspecified)
→ 4.5 | -5 | -0.4 | -3 | -11 | -2.5 | 14 | -29 | -17 | -2 | -2.5
> Cc1ccc(S(=O)(=O)N2CCC[C@H]2C(=O)NCc2ccccc2Cl)cc1
→ -1.2 | -11 | -3.5 | -3 | 6 | 3.0 | 11 | 11 | 5 | -16 | -2.3
> CC(=O)c1ccc(N2CCN(C(=O)c3ccc4c(c3)OCO4)CC2)cc1
→ 2.7 | -7 | 1.9 | 8 | 7 | -0.3 | 21 | 38 | 2 | 2 | -4.1
> O=C(NCc1ccc2c(c1)OCO2)c1cc2c(s1)CSC2
→ 0.9 | -7 | -0.6 | -3 | -18 | 2.7 | 6 | -11 | -24 | 1 | -1.1
> O=C(CCc1c[nH]c2ccccc12)N1CCN(S(=O)(=O)c2ccc(F)cc2)CC1
→ · | 5 | · | -2 | · | 1.5 | 13 | · | -7 | -1 | -2.5
> Cn1c(=O)n(-c2ccccc2)c(=O)c2c3c(sc21)COC(C)(C)C3
→ 1.9 | -2 | -1.4 | 6 | 4 | 1.2 | 9 | -4 | -4 | -4 | -2.0
> Cc1oc(-c2cccc3ccccc23)nc1CN1CCC[C@H]1CO
→ -2.1 | 5 | -0.9 | -4 | -19 | 0.9 | 3 | 8 | -15 | 2 | -0.5
> CCc1nc(N2CCN(C(C)=O)CC2)c2c3c(sc2n1)CCCC3
→ · | -3 | · | -7 | 20 | 2.1 | 15 | 16 | 2 | 2 | -3.3
> CC(C)(O)C(=O)N/N=C\c1ccc(OC/C=C/c2ccccc2)cc1
→ · | 5 | · | -5 | -42 | 1.4 | -3 | -1 | 8 | -9 | 0.6
> c1ccc(Nc2cccc(Nc3ccccc3)n2)cc1
→ 3.2 | -21 | 0.6 | 8 | -6 | 3.4 | -24 | 11 | -30 | 3 | 4.0
> COc1cc(C(=O)NCCc2nc3ccccc3n2C)cc(OC)c1OC
→ 1.1 | 1 | -0.6 | -9 | -29 | -0.3 | 6 | 0 | 2 | -4 | -1.1
> Cc1ccccc1-c1nc2c(s1)CCc1onc(-c3ccc(Cl)cc3)c1-2
→ 5.2 | -11 | 1.7 | -8 | 2 | 2.6 | 14 | -22 | -28 | -4 | -2.4
> NS(=O)(=O)c1ccc(CCNC(=O)COC(=O)CCc2c[nH]c3ccccc23)cc1
→ 1.6 | -4 | 0.5 | 0 | 10 | 3.0 | 10 | 7 | 7 | -10 | -2.0
> CCC(C)(C)NC(=O)C(c1ccccn1)N(C(=O)c1csnn1)c1ccc(C)c(C)c1 (stereo unspecified)
→ -2.4 | -2 | 0.2 | -7 | 6 | 2.5 | 7 | -26 | -2 | 6 | -1.5
> COCCNS(=O)(=O)c1cccc2cccnc12
→ 2.3 | -7 | 3.0 | 0 | 11 | 2.6 | 3 | -14 | 0 | -6 | -0.6
> Cc1c(C(=O)N/N=C/C(C)C)[nH]c2ccc([N+](=O)[O-])cc12
→ -2.7 | -9 | 1.4 | -9 | -12 | 3.7 | 2 | 4 | -4 | 5 | -0.3
> COCCCn1c(SCC(=O)NC2CCCC2)nnc1-c1ccccc1
→ 2.2 | 13 | -0.6 | 2 | -9 | 2.3 | 16 | 4 | 8 | 12 | -2.6
> CCC(c1nnnn1C1CCCCC1)N1CCN(C2CCCC2)CC1 (stereo unspecified)
→ 1.8 | 3 | -0.5 | 2 | -2 | -1.4 | -7 | 8 | -9 | -4 | 1.8
> Cc1cccc(C)c1NC(=O)CNC(=O)Cn1nc(C)c(C)c(C#N)c1=O
→ -1.0 | 1 | -1.1 | -5 | · | 1.0 | 0 | -21 | 0 | -4 | 0.0

Another view of two compounds above:
mol: CCC(c1nnnn1C1CCCCC1)N1CCN(C2CCCC2)CC1 (stereo unspecified)
- AddAB inh = 1.8
- PKA-R2B act = 3
- Ecoli viability = -0.5
- Tat transport = 2
- PfHsp90 yeast 2 = -2
- phage Ecoli inh = -1.4
- MOR-DOR inv ag = -7
- SUMO Mot1 rescue = 8
- HTR5A inv ctr = -9
- PKA-R1A act = -4
- OPRM1-OPRD1 ag = 1.8
mol: Cc1cccc(C)c1NC(=O)CNC(=O)Cn1nc(C)c(C)c(C#N)c1=O
- AddAB inh = -1.0
- PKA-R2B act = 1
- Ecoli viability = -1.1
- Tat transport = -5
- PfHsp90 yeast 2 = ·
- phage Ecoli inh = 1.0
- MOR-DOR inv ag = 0
- SUMO Mot1 rescue = -21
- HTR5A inv ctr = 0
- PKA-R1A act = -4
- OPRM1-OPRD1 ag = 0.0

New compounds follow
Fields – AddAB inh | PKA-R2B act | Ecoli viability | Tat transport | PfHsp90 yeast 2 | phage Ecoli inh | MOR-DOR inv ag | SUMO Mot1 rescue | HTR5A inv ctr | PKA-R1A act | OPRM1-OPRD1 ag
> Clc1ccc(-c2c[n+](Cc3cccc(Cl)c3)c3n2CCC3)cc1
→ 3.8 | -1 | 1.1 | 1 | 11 | 3.8 | 4 | -10 | -9 | 1 | -0.8
> O=c1c2ccccc2nc(-c2ccc(Cl)cc2)n1C1CCS(=O)(=O)C1 (stereo unspecified)
→ 4.2 | 4 | 0.8 | -7 | -16 | 2.2 | 12 | 229 | 5 | 4 | -2.7
> Cn1c(C(C#N)/C(=N\S(=O)(=O)c2cccs2)c2ccccc2)nc2ccccc21 (stereo unspecified)
→ 1.8 | -10 | -0.4 | -8 | 17 | 0.8 | 12 | 246 | -17 | -1 | -2.1
> O=C(O)C1CCc2nc(NCc3ccccc3)nc(NCc3ccccc3)c2C1 (stereo unspecified)
→ · | 0 | · | 6 | 19 | 3.2 | 4 | · | -5 | -1 | -0.8
> COc1ccc(/C=C/C(=O)c2ccc(C(=O)/C=C/c3ccc(OC)c(OC)c3)cc2)cc1OC
→ · | 10 | · | 0 | -8 | -0.1 | 8 | · | 11 | 0 | -1.8
> CCN(CC)S(=O)(=O)C1CCS(=O)(=O)C1 (stereo unspecified)
→ 2.6 | -9 | 0.7 | -2 | 19 | 1.5 | 10 | 1 | 12 | -4 | -1.8
> Cc1c(NC(=O)COC(=O)c2ccc(Cl)nc2)c(=O)n(-c2ccccc2)n1C
→ 0.5 | 4 | -2.1 | -8 | -4 | 1.6 | 13 | -6 | -23 | -1 | -3.0
> Cc1cccc(C(=O)N2CCC(c3nc4ccccc4s3)CC2)c1
→ 2.6 | -1 | -0.1 | -6 | -53 | 2.2 | 2 | 36 | -17 | -3 | -0.4
> COc1cccc(NC(=O)CN(C)CC(=O)Nc2ccc(C)cc2Cl)c1
→ 4.8 | -6 | 1.3 | -8 | -21 | -3.0 | -7 | 0 | 1 | -13 | 1.5
> O=Cc1ccc(-c2cccc([N+](=O)[O-])c2)o1
→ 0.8 | -7 | -0.7 | 1 | 5 | 0.2 | 19 | -18 | -5 | -8 | -3.7
> COc1ccc(S(=O)(=O)N2CCC(C(=O)Nc3nnc(CCN4CCCCC4)s3)CC2)cc1
→ 1.0 | -5 | -1.0 | -4 | -8 | 0.9 | 14 | 26 | 1 | -3 | -2.7
> CCN1CCCC1CNCC(O)COc1ccc(C(C)(C)C)cc1C (stereo unspecified)
→ -4.4 | -3 | -2.5 | -4 | -6 | -4.2 | 12 | 14 | 0 | -9 | -2.5
> O=C(NNC(=O)C1CCCO1)c1ccc([N+](=O)[O-])cc1 (stereo unspecified)
→ 3.1 | -6 | -0.9 | -3 | -2 | 3.0 | 15 | 5 | 1 | 8 | -2.9
> CCN(CCO)Cc1csc2ccc(Br)cc12
→ 2.9 | -4 | -1.1 | -6 | -13 | 4.5 | 12 | -9 | 11 | 7 | -2.6
> N#CCCn1cc(/C=N/NC(=O)c2ccncc2)c(-c2ccccc2)n1
→ 0.1 | 3 | 0.1 | -16 | · | 1.0 | -2 | -4 | -4 | -2 | 0.3
> CCN(CC(=O)NCc1ccc(Cl)cc1)C(=O)/C=C/c1ccc(C#N)cc1
→ 5.8 | -5 | -0.4 | -5 | -5 | 2.3 | 6 | 821* | -6 | -2 | -1.1
> Cc1ccc2[nH]c(=O)c(CN(Cc3nnnn3Cc3ccccc3)C3CCCC3)cc2c1
→ 0.8 | -3 | -2.1 | 3 | 11 | -2.5 | 1 | -9 | -3 | -5 | -0.2
> O=C(N/N=C/c1cc([N+](=O)[O-])cc([N+](=O)[O-])c1O)/C(=C\c1cccs1)NC(=O)c1ccccc1
→ 1.4 | -10 | 0.7 | -4 | -58 | 4.2 | 20 | -4 | 6 | -3 | -4.0
> COCCCNC(=O)c1ccc(-c2csc(C)n2)cc1
→ -0.1 | 3 | -0.7 | 9 | 2 | 1.2 | -15 | 70 | -21 | 8 | 2.9
> COC(=O)c1ccc(OCCN2CCCCCC2)cc1
→ 1.7 | 3 | 1.0 | -2 | 7 | 3.2 | 8 | 18 | -4 | -7 | -1.2
> Cc1ccc(S(=O)(=O)N2CCC(n3nnc4cc(C)ccc43)CC2)cc1
→ 1.6 | -9 | 1.2 | 2 | -13 | 3.3 | 3 | 0 | -2 | -11 | -0.5
> CSCCCc1cn([C@@H](CO)C(=O)NCCCCCCCCCCC(=O)N2CCNCC2)nn1
→ -1.1 | -2 | -1.4 | 0 | -1 | 4.1 | 15 | 133 | -23 | -12 | -3.2
> CC(OC(=O)C1CC(=O)N(Cc2ccccc2)C1)C(=O)Nc1ccc(F)cc1Cl (stereo unspecified)
→ 1.6 | -8 | 2.8 | 0 | 41 | -1.6 | 11 | -1 | -10 | -9 | -2.1

Single entries from the entries so far.
COc1ccc(S(=O)(=O)N2CCC(C(=O)Nc3nnc(CCN4CCCCC4)s3)CC2)cc1 | MOR-DOR inv ag: 14
CCN(CC(=O)NCc1ccc(Cl)cc1)C(=O)/C=C/c1ccc(C#N)cc1 | AddAB inh: 5.8
Cc1ccc2[nH]c(=O)c(CN(Cc3nnnn3Cc3ccccc3)C3CCCC3)cc2c1 | PKA-R1A act: -5
COc1cccc(NC(=O)CN(C)CC(=O)Nc2ccc(C)cc2Cl)c1 | MOR-DOR inv ag: -7
O=Cc1ccc(-c2cccc([N+](=O)[O-])c2)o1 | HTR5A inv ctr: -5

Source: PubChem (several laboratories)
